aSyn 5UTR inh: 5' untranslated region of α-synuclein, MLPCN primary screen | alpha-synuclein 5'UTR reporter, inhibitor activity | inhibition, % (tested at 7.5 µM) | 0.82% of 300,000 active; in the data active means inhibition above about 60%;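 further: H4 neuroglioblastoma cells stably carrying SNCA 5'UTR luciferase fusion; 0% = DMSO wells and 100% = positive control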
HSF-1 act: increases HSF-1 driven luciferase reporter signal | NIH3T3-HGL HSF-1 luciferase reporter, MG132, 8 h; 100% = twice DMSO control signal | activation, % at 9 µM | 1.7% of 300,000 active;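 active means mean replicate activation of at least 50% with a set share of replicates each reaching 50%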;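 further: 0% = median of the neutral control wells and 100% = twice that signal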
PolyA inh: blocks polyadenylation in yeast reporter cells. S. cerevisiae SKY197-pL101 polyadenylation reporter, beta-gal luminescence; efflux-impaired pdr1/pdr3 knockout yeast; score 100 = 6 SD above DMSO. calls only at 12 µM. 0.02% of 300,000 active. AID 1875;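 active means lowest replicate activity score at least 50, where 100 means six control SD above control mean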;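 further: yeast exposed to compound for 9 h at 30 °C; higher score means more reporter readthrough which indicates perturbed polyadenylation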
GSK3 alpha inh: inhibitors of human GSK-3 alpha kinase. AID 2650. P49840. inhibition, % at 10 µM. ADP-Glo luminescence, 60 min. 0.1% of 320,000 active;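 in the data active means inhibition above about 50%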;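 further: GST-tagged GSK-3 alpha with peptide substrate and 25 µM ATP; 0% = DMSO neutral wells and 100% = GW8510 positive control wells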
Target sequence (P49840 whole entry, looked up): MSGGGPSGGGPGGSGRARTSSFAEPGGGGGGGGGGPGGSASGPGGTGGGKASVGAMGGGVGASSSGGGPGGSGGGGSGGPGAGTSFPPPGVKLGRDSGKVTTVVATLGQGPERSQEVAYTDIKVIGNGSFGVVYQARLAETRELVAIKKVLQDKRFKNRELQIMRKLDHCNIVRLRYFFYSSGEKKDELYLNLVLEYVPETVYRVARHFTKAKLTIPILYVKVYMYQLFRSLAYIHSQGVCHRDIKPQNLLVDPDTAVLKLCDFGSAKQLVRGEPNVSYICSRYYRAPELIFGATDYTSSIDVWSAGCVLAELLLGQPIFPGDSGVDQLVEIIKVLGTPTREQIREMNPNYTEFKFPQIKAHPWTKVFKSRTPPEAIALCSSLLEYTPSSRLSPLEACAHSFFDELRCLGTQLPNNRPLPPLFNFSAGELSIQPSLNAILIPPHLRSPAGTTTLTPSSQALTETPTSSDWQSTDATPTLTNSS
AI-2 QS mod: modulates the Vibrio harveyi AI-2 quorum sensing system. Vibrio harveyi JMH597 AI-2 luminescence/OD600 ratio, 9 h; stronger effect = lower value; strain lacks LuxN and CqsS sensors; 0 = neutral-control median. activity change, % at 7.5 µM. 0.4% of 300,000 active. AID 2094; in the data active means activity change below about -75%, passing the limit was not always enough;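 further: luminescence divided by OD600 gain over 9 h not by final OD600 alone; inactives centre near 13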
KLF5 inhibitor: kruppel-like factor 5 inhibition; DLD-1 KLF5 promoter-luciferase reporter, luminescence; inhibition, % at 5 µM; 0.23% of 290,000 active;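 active means inhibition above a per-plate limit of that plate's mean compound inhibition plus 3 SD, cut at about 60% in these data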;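 further: 0% = DMSO wells and 100% = LY294002 at 200 µM; higher means less KLF5 promoter-driven luciferase light; inactives centre near -14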
GSK3B inh: blocks human GSK3beta kinase activity; GST-GSK3beta kinase, ADP-Glo luminescence, 60 min; stronger effect = lower value; P49841; AID 2097; 0.038% of 300,000 active; activity score (negative = inhibition), % at 10 µM;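 active means more than half of replicate wells score below -50%, meaning over 50% inhibition versus plate controls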;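 further: 0% = median DMSO wells and -100% = median GW8510 positive control wells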
Target sequence (P49841 whole entry, looked up): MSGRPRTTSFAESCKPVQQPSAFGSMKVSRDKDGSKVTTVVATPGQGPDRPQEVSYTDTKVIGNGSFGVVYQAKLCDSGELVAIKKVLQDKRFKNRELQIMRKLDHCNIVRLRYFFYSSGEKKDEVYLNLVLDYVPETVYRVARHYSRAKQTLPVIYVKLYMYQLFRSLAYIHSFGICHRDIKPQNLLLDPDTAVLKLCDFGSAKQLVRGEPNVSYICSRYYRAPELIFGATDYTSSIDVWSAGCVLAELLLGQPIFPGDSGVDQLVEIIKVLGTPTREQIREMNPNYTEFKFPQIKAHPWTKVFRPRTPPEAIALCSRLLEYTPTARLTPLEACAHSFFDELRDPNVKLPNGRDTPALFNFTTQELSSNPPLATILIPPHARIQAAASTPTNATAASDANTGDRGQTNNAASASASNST
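Test system – GST-tagged human GSK3beta kinase, cell-free · Incubation – 60 min enzyme reaction, room temperature · Signal – ADP-Glo luminescence · Also added – peptide substrate and ATP at 25 µM · Controls – DMSO neutral wells and GW8510 at 20 µM as positive · Buffer or medium – Tris/MgCl2 kinase buffer · Measure – Luminescence-derived activity versus plate DMSO and GW8510 wells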
IEC-6 cytotox: IEC-6 cytotoxicity, counter-screen for KLF5 inhibitors; luminescence viability; inhibition, % at 5 µM; 0.78% of 290,000 active; in the data active means inhibition above about 22%;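 further: 0% = plate median of test compound wells and 100% = cytotoxic reference compound wells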
HSP90 refold inh: blocks HSP90-mediated luciferase refolding in reticulocyte lysate; inhibition, % at 5.6 µM; 0.91% of 290,000 active; Rabbit reticulocyte lysate, luciferase refolding luminescence, 3 h;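 active means inhibition above the screen-wide mean plus 3 SD, computed separately per campaign, cut at about 16% in these data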;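 further: 0% = DMSO wells and 100% = 60 µM geldanamycin wells; inhibitors lower the luminescence because luciferase stays unfolded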
HSF1 inh: HSF1 inhibition; NIH3T3-HGL HSE-luciferase, MG132-induced, luminescence 8 h; stronger effect = lower value; activity change, negative = inhibition, % at 7.5 µM (by protocol); 0.77% of 300,000 active;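 active means more than half of replicate wells show activity change below -50%, luminescence cut by over half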;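 further: luciferase reports HSF-1 transcriptional activity via heat shock element; 0% = median of DMSO wells and -100% = zero luminescence signal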
An asterisk follows results filed as active; i = inactive; nt = not tested or not shown. Not all compounds are listed; rates above refer to the full screens.

SMILES	aSyn 5UTR inh	HSF-1 act	PolyA inh	GSK3 alpha inh	AI-2 QS mod	KLF5 inhibitor	GSK3B inh	IEC-6 cytotox	HSP90 refold inh	HSF1 inh
Cc1cccc(N2CCN(C(=S)c3ccc(-c4ccccc4[N+](=O)[O-])o3)CC2)c1	-24	5	i	0	26	-36	2	-2	5	1
CCNC(=O)c1cc2ccccc2o1	21	13	i	-4	11	-10	1	2	3	-2
O=C(c1ccc2c(c1)CCN2S(=O)(=O)c1ccccc1)N1CCN(c2ccccc2)CC1	12	-1	i	-3	19	-22	-3	-1	-3	2
CCOC(=O)c1cn(-c2nc(-c3ccc(Cl)c(Cl)c3)cs2)c2c(F)c(N3CCOCC3)c(F)cc2c1=O	26	14	i	0	10	22	0	5	4	0
C=CCNC(=O)C1COc2ccccc2O1 (stereo unspecified)	2	0	i	1	11	7	0	0	-3	-7
CCOC(=O)CSc1nc(=O)n2ccc(C)cc2n1	-1	-7	i	2	13	0	-5	6	-1	-1
CCC(C)[C@H](NC(=O)OC(C)(C)C)c1nnc(SCc2c(C)[nH]c(=O)[nH]c2=O)o1 (stereo partly specified)	1	-15	i	-2	0	-23	4	4	1	-1
C/C(=N/NC(=O)CN1CCN(Cc2ccccc2)CC1)c1ccc([N+](=O)[O-])cc1	26	3	i	-1	49	-19	1	-4	-2	-3
Cc1n[nH]c(=S)n1/N=C/c1ccccc1	-3	3	i	4	-4	-39	4	-2	-2	-1
CCOC(=O)N1CCC(N2CCN(S(=O)(=O)c3ccc([N+](=O)[O-])cc3)CC2)CC1	5	16	i	-1	-3	-41	4	6	-4	5
C[C@@H](NC(=O)[C@@H]1Cc2ccccc2CN1C(=O)OC(C)(C)C)C(=O)NCC1CCCO1 (stereo partly specified)	-4	-12	i	-5	9	-4	-8	-2	-3	-1
CC(C)NC(=O)c1ccc(OC2CSC2)cc1	-13	9	i	0	-2	-23	-3	3	0	4
CC(C)CC(C(=O)Nn1cnnc1)N1C(=O)c2ccccc2C1=O (stereo unspecified)	18	13	i	5	10	-30	1	-5	-1	-6
CO/N=C/c1ccc(Sc2ccccc2N)c([N+](=O)[O-])c1	14	-6	i	1	2	-10	-1	5	3	-10
CCCOc1ccc(C(=O)N2CCCc3ccccc32)cc1	5	3	i	5	18	-29	2	1	5	-8
Cc1ccnc(NC(=O)c2cccc3ccccc23)c1	-63	13	i	-2	2	-47	-3	-1	-1	8
Cc1c(C#N)c2ccccc2n1CC(=O)NCC1CCCO1 (stereo unspecified)	6	-5	i	7	7	-27	0	3	0	-1
CCOc1cc(/C=C2\C(=O)N(Cc3ccc(C)cc3)C(C)=C2C(=O)OC)ccc1O	-5	77*	i	-2	4	-17	1	-1	3	53
CCc1noc(C)c1C(=O)Nc1ccc(F)c(F)c1F	-13	6	i	2	22	nt	2	nt	nt	13
COCCCNc1nc(SCc2ccccc2)nc2sc3c(c12)CCC3	16	32	i	7	3	-11	2	-2	2	1
O=C(CNC(=O)c1ccccc1Cl)N/N=C/c1ccc2c(c1)OCO2	9	-4	i	-2	6	-24	3	4	-3	1
Cc1ncc(CO)c2cc(C(=O)Nc3cccc(F)c3)c(=Nc3cccc(C(N)=O)c3)oc12	-16	21	i	1	13	4	2	-2	2	3
O=C1CCC(=O)N1c1nc2nc(-c3ccccc3)cc(=O)n2[nH]1	-6	-2	i	-1	15	-28	2	-6	0	-8
Cc1ccc(-n2nc3c(c2NC(=O)c2ccco2)CS(=O)C3)c(C)c1 (stereo unspecified)	0	-1	i	-4	5	nt	-1	nt	nt	-2
COc1ccccc1NC(=O)CSc1nc(N)c(C#N)cc1C#N	-8	2	i	-1	11	-11	0	-1	5	2
O=C(O)c1ccccc1SCc1csc(-c2ccccc2)n1	-27	21	i	-4	26	-52	4	-4	1	3
CCN(CC(=O)NCc1cccs1)C(=O)CCc1c[nH]c2ccccc12	5	1	i	-2	17	0	-2	1	-2	2
CSc1ccc(CNCc2ccc3c(c2)OCO3)cc1	-18	31	i	-2	39	-50	-3	-3	-3	1
COc1ccc(CNS(=O)(=O)c2ccc3oc(C(=O)O)c(C)c3c2)cc1	-12	-9	i	-1	19	-32	1	4	1	-10
COc1ccc(-n2c(=O)c3ccccc3n(Cc3ccc(F)cc3)c2=O)cc1OC	0	4	i	-3	31	-5	1	0	-2	-1
Cc1cccc2cc(C(c3nnnn3C3CCCC3)N3CCOCC3)c(=O)[nH]c12 (stereo unspecified)	4	-4	nt	4	18	-7	-1	2	0	-8
CC(C)OC(=O)CSc1nnc2n1C(C)(C)Cc1ccccc1-2	6	1	i	-1	11	-37	-3	1	0	-3
O=C(CSCC(=O)N1CCN(c2ccccc2)CC1)Nc1nc(-c2ccc(Cl)s2)cs1	5	-2	i	-1	49	-26	1	-5	-2	10
Cc1ccc(OCC(=O)Nn2cnnc2)c(Br)c1	11	1	i	1	18	-21	2	-2	1	1
Cc1ccc(NS(=O)(=O)c2c(C)noc2C)cc1	-4	29	i	-1	13	-8	3	-3	-3	-1
Cc1ccn2cc(CCNC(=O)c3ccc(Br)o3)nc2c1	10	5	i	3	21	-15	2	9	0	6
COc1cccc(NC(=O)CSc2nnc(NC(=O)c3ccco3)s2)c1	-17	11	i	1	13	-35	4	-2	-2	6
COc1ccccc1CN1C[C@@H]2C[C@@H](c3[nH]c4c(C)cccc4c3C)N3CCC[C@@]23C1=O	-45	-6	i	nt	6	-8	-2	6	1	7
Cc1ccc2c(CC(=O)NC3CCCc4ccccc43)coc2c1 (stereo unspecified)	5	16	i	1	-4	-11	0	-2	-5	6
O=C(NCCN1CCN(c2cccc(Cl)c2)CC1)C1CCCN(S(=O)(=O)c2cnc[nH]2)C1 (stereo unspecified)	nt	nt	nt	-1	nt	-44	nt	-2	-1	nt
COc1ccc(N2CCN(C(=S)NCCc3ccccc3)CC2)cc1	21	6	i	-2	10	-11	1	-5	0	-7
CCOc1ccc(CCNC(=O)CCC(=O)N2CCOc3ccc(C)cc32)cc1OCC	20	-3	i	1	2	12	-2	-8	-3	0
CCOC(=O)c1ccc(S(=O)(=O)NCC(c2ccc(N(C)C)cc2)c2c[nH]c3ccccc23)cc1 (stereo unspecified)	4	9	i	-1	24	-6	-2	6	-2	3
C[C@@H](CC#N)CN1CC[C@H](C(C)(C)C)CCC1=O	12	-9	i	-2	-3	-20	-3	0	1	-3
COc1ccc(CC2SC(=Nc3ccc(F)cc3)NC2=O)cc1 (stereo unspecified)	40	-5	i	-1	7	-9	1	-3	4	1
CC(=O)O[C@]1(C(C)=O)CCC2C3CCC4=C/C(=N/OCC(=O)O)CC[C@]4(C)C3CC[C@@]21C (stereo partly specified)	-49	-12	i	-3	-9	-9	2	5	0	-2
CCCCCCCC(=O)N/N=C(\C)c1ccc(O)cc1O	41	8	i	1	-4	-31	-3	2	-3	-1
COC(=O)C1(CCSC)NC(c2ccccc2OC)C2C(=O)N(C)C(=O)C21 (stereo unspecified)	-8	-17	i	-2	10	11	2	3	1	-5

Profiles as entered above:
Profile of CC(=O)O[C@]1(C(C)=O)CCC2C3CCC4=C/C(=N/OCC(=O)O)CC[C@]4(C)C3CC[C@@]21C (stereo partly specified) → aSyn 5UTR inh = -49; HSF-1 act = -12; PolyA inh = i; GSK3 alpha inh = -3; AI-2 QS mod = -9; KLF5 inhibitor = -9; GSK3B inh = 2; IEC-6 cytotox = 5; HSP90 refold inh = 0; HSF1 inh = -2
Profile of COc1ccc(N2CCN(C(=S)NCCc3ccccc3)CC2)cc1 → aSyn 5UTR inh = 21; HSF-1 act = 6; PolyA inh = i; GSK3 alpha inh = -2; AI-2 QS mod = 10; KLF5 inhibitor = -11; GSK3B inh = 1; IEC-6 cytotox = -5; HSP90 refold inh = 0; HSF1 inh = -7

Additional entries.
SMILES	aSyn 5UTR inh	HSF-1 act	PolyA inh	GSK3 alpha inh	AI-2 QS mod	KLF5 inhibitor	GSK3B inh	IEC-6 cytotox	HSP90 refold inh	HSF1 inh
O=C(CN1CCN(CC(=O)Nc2ccc(-c3ccccc3)cc2)CC1)Nc1ccc(F)cc1	3	10	i	0	-6	5	2	4	7	-2
CCn1c(SCC(N)=O)nc2c1c(=O)n(C)c(=O)n2C	-1	-7	i	0	5	-9	-4	0	-1	-10
Cc1cc(C)c(C#N)c(SCC(=O)Nc2nonc2N)n1	-87	15	i	1	nt	-62	nt	0	1	13
COc1ccc(-n2c3c(cc(C(=O)N4CCC(C)CC4)c2=O)C(=O)CC(C)(C)C3)cc1	12	-15	i	4	12	-11	1	6	4	-4
CC(C)NC(=O)c1cnc(N2CCN(c3ccccn3)CC2)c2ccccc12	4	37	i	-2	16	-2	-1	8	2	7
O=C(Nc1ccc(O)cc1)/C(=C\C=C\c1ccccc1)NC(=O)c1ccccc1	-15	5	i	-1	-74	2	3	8	2	1
O=C(NCCO)c1c(O)c2cccc3c2n(c1=O)CC3	-26	8	i	-2	11	15	-2	-5	4	-9
O=C(CCCc1ccccc1)NC1CC1	6	-1	i	-2	25	-26	2	2	1	6
Cc1csc(N/N=C/c2ccccc2F)n1	-200	-10	i	1	3	-13	2	0	-4	-10
COC(=O)c1ccc(/C=N/OCC(=O)NC2CCCCCCC2)cc1	10	-23	i	1	-6	-4	-6	0	-6	-6
COc1ccc(Br)cc1C(=O)Nc1ccc(C(=O)O)cc1	nt	nt	i	-3	13	-15	2	0	-1	nt
N/C(=N\NS(=O)(=O)c1cc(C(F)(F)F)cc(C(F)(F)F)c1)c1ccccn1	-49	8	i	0	-25	-7	2	2	-1	-4
CC(C)(CC(=O)OCC(=O)Nc1ccccc1F)CC1=NS(=O)(=O)c2ccccc2N1	40	39	i	7	10	-18	-16	7	-2	13
CCOC(=O)CSc1ccc(C(=O)N2CCN(C)CC2)cc1[N+](=O)[O-]	4	15	i	-1	9	-20	1	-7	-1	1
O=C(CCCN1C(=O)c2ccccc2C1=O)Oc1ccc(F)cc1	12	15	i	3	12	-3	1	-1	2	-7
CCCCC(=O)NC(=S)Nc1cc(C(=O)O)ccc1OC	-1	13	nt	-4	15	-5	2	5	-2	2
COc1ccc(C2C(C#N)=C(/N=C/N3CCN(C)CC3)OC3=C2C(=O)CC(C)(C)C3)cc1OC (stereo unspecified)	17	-7	i	-2	19	-7	-5	-6	0	-5
Cc1ccc(C)c2c1cc(C)c1nnc(SCC(=O)NCc3ccc4c(c3)OCO4)n12	24	-16	i	0	14	9	-5	-2	6	-7
COc1ccc(/C=N/NC(=O)CCOc2ccccc2C)cc1OC	9	3	i	0	-1	-39	1	-14	-4	-2
O=S(=O)(NCC(c1ccco1)N1CCN(c2ccccc2F)CC1)c1ccc(F)cc1 (stereo unspecified)	0	49	i	-1	30	-20	-2	-6	-6	15
CCc1nc2ccc(C(=O)Nc3ccc4c(c3)OCO4)cc2nc1CC	nt	nt	nt	-1	1	-18	0	-1	-4	nt
COC(=O)C(C(=O)OC)c1ccccc1[N+](=O)[O-]	6	-11	i	2	14	-14	0	1	2	4
Cc1ccc(OCc2ccc([N+](=O)[O-])cc2)c([N+](=O)[O-])n1	-115	13	i	-3	29	-162	-2	4	-5	17
